Assay outcomes (PubChem)
ABCB1 inh = human ABCB1 inhibition, ABCG2 as counter-screen | P08183 | CCRF-Adr cells, JC-1 efflux, flow cytometry | inhibition, % at 6.6 µM | hit rate 0.067% among 190,000 | AID 1326; in the data active means inhibition above about 40%;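 further: 0% = vehicle and 100% = reference inhibitor; higher value means more JC-1 retained so stronger ABCB1 efflux block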
Bim-Bcl-W = human Bim-Bcl-W interaction inhibition; AID 952; hit rate 0.02% among 190,000; Q92843; inhibition, % at 10 µM; bead-based flow cytometry, Bim peptide-Bcl-W binding;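 further: 0% = bound tracer without compound and 100% = peptide blocker; higher means less fluorescent Bim peptide bound to Bcl-W beads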
GSH fluor = compound fluoresces at 488/530 nm on GSH beads | GSH beads flow cytometry, compound fluorescence 488/530 nm; stronger effect = higher value | fluorescence (KMESF) at 10 µM | hit rate 0.25% among 190,000 | AID 1776; in the data active means fluorescence above about 89;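 further: glutathione beads carrying GST-tagged Bcl family fusion proteins plus one bare bead set; values are compound well signal with DMSO vehicle wells as background; inactives centre near 16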
Bcl-2 Bim block = human Bim-Bcl-2 interaction inhibition | P10415 | inhibition, % at 10 µM | hit rate 0.06% among 190,000 | Bead-based flow cytometry, Bim peptide-Bcl-2 binding; in the data active means inhibition above about 40%; inconclusive means no clear call, values can overlap the other calls;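 further: 0% = no compound wells with probe peptide and 100% = reference peptide inhibitor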
RGS4-Gao reg = modulates binding of RGS4 to human Galphao; Multiplexed bead flow cytometry; actives lie on both sides; binding response (% of control), % at 10 µM; hit rate 0.33% among 220,000; in the data active means binding response below about 49% or above about 150%; inactive means in between;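 further: fluorescent Galphao activated with aluminum fluoride binding bead-coupled RGS4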
Target sequence (P09471 whole entry, looked up): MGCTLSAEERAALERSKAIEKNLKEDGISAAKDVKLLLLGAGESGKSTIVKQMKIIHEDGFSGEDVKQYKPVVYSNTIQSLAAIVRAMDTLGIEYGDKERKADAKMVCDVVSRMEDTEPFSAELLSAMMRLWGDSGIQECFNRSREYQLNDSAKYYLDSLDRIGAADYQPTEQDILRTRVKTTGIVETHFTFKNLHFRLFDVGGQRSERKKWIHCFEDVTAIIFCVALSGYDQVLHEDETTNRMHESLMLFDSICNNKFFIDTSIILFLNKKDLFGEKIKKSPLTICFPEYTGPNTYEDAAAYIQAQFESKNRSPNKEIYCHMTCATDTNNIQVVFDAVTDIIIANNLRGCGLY
Bim-Bcl-XL = human Bim-Bcl-XL interaction inhibition; hit rate 0.04% among 190,000; inhibition, % at 10 µM; Q07817; Bim peptide-Bcl-XL binding, bead flow cytometry, fluorescence
Bim-Bfl-1 = inhibitors of Bim-Bfl-1 interaction, human. Q16548. hit rate 0.12% among 190,000. inhibition, % at 10 µM. Bead-based flow cytometry, Bim-Bfl-1 binding inhibition;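 further: 0% = wells without compound plus tracer and 100% = blocker peptide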
RGS7-Gao = human RGS7-Galphao interaction regulation; P09471; Multiplexed bead flow cytometry, RGS7-Galphao binding; actives lie on both sides; binding response (% of control), % at 10 µM; hit rate 0.35% among 220,000; AID 1439; in the data active means binding response below about 49% or above about 150%; inconclusive means no clear call, values can overlap the other calls; inactive means in between;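 further: fluorescent Galphao held in activated GDP-AlF4 state binding bead-coupled RGS7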
Avidin bead fluor = compound fluoresces at 488/530 nm on avidin beads; compound fluorescence 488/530 nm, flow cytometry; stronger effect = higher value; AID 1775; fluorescence (KMESF) at 10 µM; hit rate 0.38% among 220,000; in the data active means fluorescence above about 47; further: inactives centre near 10
Bim-Bcl-B = disrupts Bim peptide binding to human Bcl-B | bead-based flow cytometry | inhibition, % at 10 µM | hit rate 0.073% among 190,000 | AID 951;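 further: 0% = tracer peptide without compound and 100% = reference inhibitor peptide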
ABCG2 inh = inhibitors of human ABCG2 transporter, ABCB1 counter-screen. IgMXP3 cells, JC-1 efflux, flow cytometry. inhibition, % at 6.6 µM. hit rate 0.1% among 190,000;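 active means inhibition above 80%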;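 further: 0% = DMSO and 100% = nicardipine control wells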
Target sequence (Q9UNQ0 whole entry, looked up): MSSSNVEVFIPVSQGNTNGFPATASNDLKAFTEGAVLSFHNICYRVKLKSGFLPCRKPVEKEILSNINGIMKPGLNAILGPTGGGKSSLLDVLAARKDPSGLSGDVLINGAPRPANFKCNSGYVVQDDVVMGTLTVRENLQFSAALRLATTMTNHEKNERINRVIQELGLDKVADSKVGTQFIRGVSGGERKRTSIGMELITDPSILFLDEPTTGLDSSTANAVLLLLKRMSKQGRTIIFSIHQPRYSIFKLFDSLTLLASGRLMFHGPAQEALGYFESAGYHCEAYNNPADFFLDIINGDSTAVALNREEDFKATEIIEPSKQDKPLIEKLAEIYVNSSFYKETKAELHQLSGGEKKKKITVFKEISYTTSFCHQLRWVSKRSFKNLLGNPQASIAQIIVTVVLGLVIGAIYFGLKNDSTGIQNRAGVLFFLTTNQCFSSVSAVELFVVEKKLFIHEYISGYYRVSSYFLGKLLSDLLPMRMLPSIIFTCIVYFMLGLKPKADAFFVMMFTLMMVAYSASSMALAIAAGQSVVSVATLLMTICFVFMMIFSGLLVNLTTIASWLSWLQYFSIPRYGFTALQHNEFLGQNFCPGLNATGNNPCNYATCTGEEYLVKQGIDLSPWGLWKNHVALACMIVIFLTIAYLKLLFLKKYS
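Assay system – ABCG2 IgMXP3 and barcoded ABCB1 CCRF-Adr cell mix · Input – 3 million cells/mL in well · Reagent – JC-1 fluorescent substrate · Compound – single test compound dose, 6.6 µM final · Timing – 10 min exposure at 25 °C with rotation, no wash · Detection – flow cytometry of retained JC-1 fluorescence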
Numbers without * were called inactive; ? = inconclusive. Unless noted, no stated cut-off is given here; in the data, active means inhibition above about 40%.

SMILES	ABCB1 inh	Bim-Bcl-W	GSH fluor	Bcl-2 Bim block	RGS4-Gao reg	Bim-Bcl-XL	Bim-Bfl-1	RGS7-Gao	Avidin bead fluor	Bim-Bcl-B	ABCG2 inh
COCCn1c(SCC(=O)NNC(=O)Cc2ccccc2)nc2ccccc2c1=O	0.4	1	13	0	95	0	-6	?	15	-1	1
O=C(Cc1ccccc1[N+](=O)[O-])N1CCN(c2ccccc2F)CC1	0.8	-6	11	-3	101	-6	-1	99	9	-11	2
N#C/C(=C\c1ccco1)C(=O)NCC1CCCO1 (stereo not given)	0.2	-5	16	0	101	-6	-4	101	16	-3	5
O=Cc1ccc(-n2cncn2)cc1	0.1	-1	16	-4	101	-2	-3	102	10	0	1
COc1ccc(C)cc1NS(=O)(=O)c1ccc2c(c1)n(C)c(=O)n2C	2.0	0	11	-1	102	-1	-6	106	5	-3	2
O=C(Nc1ccccc1)/C(=C/c1cccnc1)NC(=O)c1ccco1	0.0	-5	19	-3	94	-7	-20	86	5	-8	1
O=C(CC1C(=O)NCCN1Cc1ccccc1C(F)(F)F)NCCc1ccccn1 (stereo not given)	-1.9	0	16	1	97	-2	-4	97	11	-1	-3
Cc1ccnn1CCC(=O)N1CCCC(CCC(=O)NCc2ccccc2F)C1 (stereo not given)	0.2	-1	11	2	102	0	4	110	12	3	0
FC(F)(F)c1ccccc1C1C2=C(Nc3ncnn31)c1ccccc1CCC2 (stereo not given)	-1.4	-4	40	-6	100	-3	-8	100	8	-5	-10
CN1C(=O)/C(=C/c2ccc(O)c([N+](=O)[O-])c2)NC1=S	0.7	-3	9	0	99	-2	-7	93	11	-4	4
COc1ccc(CCC(C)Nc2cccc(C)c2)cc1 (stereo not given)	0.1	0	15	0	99	0	-1	99	34	0	0
CCn1c(=NC(=O)c2ccc(S(=O)(=O)N(C)C)cc2)sc2cccc(OC)c21	0.9	0	15	10	104	0	0	97	11	-11	3
N=C(N)CCCOc1ccccc1-c1ccccc1	1.4	1	5	6	100	-3	1	97	1	-2	6
O=[N+]([O-])c1ccc(Sc2n[nH]c(-c3ccc(Cl)cc3Cl)n2)nc1	-0.2	0	28	-10	94	-3	-8	91	14	-2	8
Cc1ccc(NC(=O)c2ccc(N/N=C/c3cccc(O)c3)c([N+](=O)[O-])c2)cc1	0.5	0	18	0	94	2	1	94	24	0	4
CC1CC(C)CN(C(=O)Cn2c(SCC(=O)N3CCc4ccccc4C3)nc3ccccc32)C1 (stereo not given)	0.8	-4	30	0	103	-6	-3	98	7	-5	3
COc1cc(/C=C/c2cc(C(F)(F)F)[nH]c(=O)n2)cc(OC)c1OC	0.6	0	11	2	100	-1	6	104	14	3	0
COc1cccc(/C=N/NC(=O)CSCC(=O)Nc2ccccc2)c1O	0.5	2	38	-4	90	-30	-11	87	10	-4	6
CC1CC(C)CN(CCOc2cccc(Cl)c2Cl)C1 (stereo not given)	0.5	-1	11	-2	101	-6	-4	99	7	-5	-1
Cc1onc(-c2ccccc2Cl)c1C(=O)Nc1ccc(F)c(F)c1	0.4	0	10	-3	98	3	-4	95	22	0	1
Cc1ccc(SCC(=O)Nc2ccc(S(N)(=O)=O)cc2)cc1	0.0	-1	16	0	101	-5	0	107	21	-8	0
Cc1ccc(-n2c(SCC3CCCCO3)nnc2-c2ccco2)cc1 (stereo not given)	2.1	-5	29	-7	109	-4	-3	127	27	0	5
CCc1ccccc1NC(=O)/C(=C/c1ccco1)c1ccccc1	0.7	0	11	-4	90	-1	0	97	15	-2	3
CC(C)Oc1ccccc1/C=N/Nc1ccccc1[N+](=O)[O-]	2.3	0	8	2	93	-1	2	89	1	-1	21
CCCn1c(N)c(C(=O)CSc2nnc(-c3cccnc3)n2-c2ccc(C)cc2C)c(=O)[nH]c1=O	0.1	-9	16	-1	105	-1	-7	103	6	1	0
N#Cc1c(-c2ccncc2)c2c([nH]c1=S)CCCC2	0.1	0	13	-2	96	0	2	112	32	-9	1
Cc1noc(C)c1COC(=O)CNC(=O)c1cccc(F)c1	0.8	2	25	2	101	0	-2	100	25	2	2
Cc1ccc(S(=O)(=O)N2CCCCC2)cc1NC(=O)COC(=O)c1ccccc1F	0.1	8	7	78*	106	11	48*	107	10	74*	0
COc1ccccc1N1CCN(c2ncnc3c2oc2ccccc23)CC1	2.2	-1	11	-2	101	0	-1	99	22	-2	7
CC(=O)N1CCC(N(C(=O)Nc2ccc(F)cc2)C2CCCC2)CC1	0.1	0	26	-7	101	-5	-11	104	7	-8	1
O=C(CN(c1ccccc1)S(=O)(=O)c1ccc(Cl)cc1)Nc1ccccc1C(=O)N1CCCC1	2.8	-1	26	-9	105	-2	-8	104	33	-5	3
CC(=O)c1ccc(C)cc1OC(=O)c1cccc(F)c1	0.2	-14	9	-6	104	-16	-6	100	24	-5	2
CCC/C(O)=C1\C(=O)CC(c2ccccc2)CC1=NCCc1c(C)[nH]c2ccc(C)cc12 (stereo not given)	13	6	16	0	52	-3	3	52	2	-3	34
COc1ccc(C)cc1NC(=O)CCC(=O)Nc1nnc(C(F)(F)F)s1	1.0	4	11	0	101	2	-3	98	18	-1	2
Cc1cccc(C)c1NC(=O)Cn1c(=O)n(CCC(=O)NCc2ccco2)c(=O)c2sccc21	1.4	0	28	-10	96	-6	-15	99	11	-9	33
CCCn1c(Sc2nc3c(c(=O)[nH]c(=O)n3C)n2CCC)nc2c1c(=O)[nH]c(=O)n2C	0.5	0	35	-6	101	-5	-10	98	11	-9	9
C=CCNC(=S)NNc1nc(Nc2ccccc2)nc(N2CCCCC2)n1	1.3	-5	14	0	101	-3	-8	101	11	-8	6
CCCC(c1nnnn1Cc1cccs1)N1CCN(C)CC1 (stereo not given)	-0.3	1	18	-1	102	0	-1	104	12	-2	2
Cc1ccc(C)n1NC(=O)c1ccc(Cl)cc1	0.5	4	47	-7	105	-5	-7	98	4	-10	2
Cc1ccc(-c2cc(C(F)F)n3ncc(C(=O)NN4CCCCC4)c3n2)cc1	0.7	-4	12	-2	100	-3	-4	?	9	-7	2
COc1ccc(C(=O)CC(=O)c2ccccc2O)cc1OC	0.9	1	20	-4	98	0	-4	101	6	-2	13
CCc1ccc2c(c1)C1(NN=C(c3ccccc3)S1)C(=O)N2 (stereo not given)	-1.1	0	10	5	96	-2	13	97	16	-15	-5
CN(C(=O)CSC1=NC2C(N=N1)c1cc(Br)ccc1N2C)C1CCCCC1 (stereo not given)	0.6	0	11	0	100	0	-2	99	11	-2	2
O=C1CSC(=S)N1CC1CCCO1 (stereo not given)	0.2	1	15	-8	90	-4	-10	84	6	-7	1
Cc1ccccc1NC1=NCC(c2ccc([N+](=O)[O-])cc2)S1 (stereo not given)	1.7	0	12	0	90	-1	-4	94	9	0	15
Cn1c(N)c(C(=O)COC(=O)COc2ccc3ccccc3c2)c(=O)n(C)c1=O	-0.5	-4	12	-1	103	-2	-7	98	9	-7	25
c1ccc(-c2nc3ccccc3nc2N2CCOCC2)cc1	0.8	-1	25	-2	93	-2	0	96	11	-1	3
CCN1C(=O)c2ccccc2S(=O)(=O)c2ccc(C(=O)NCc3cccnc3)cc21	0.1	3	24	-8	103	0	-6	104	5	-5	0
O=C(CCn1c(=S)oc2ccccc21)Nc1ccccc1F	0.4	-3	13	0	100	-2	3	95	8	0	5
Cc1nc(C)c(NC(=O)OC(C)C)cc1NC(=O)OC(C)C	0.9	0	11	0	105	-3	-12	104	25	-3	5
Cc1ccc(S(=O)(=O)NCC(=O)N(CC(=O)NCc2ccco2)Cc2ccc3c(c2)OCO3)cc1	-0.1	5	23	-1	99	-3	-3	95	2	-5	0
OCCC#Cc1ccc(CN2CCN(Cc3ccsc3)C(CCO)C2)cc1 (stereo not given)	1.0	-1	10	-1	95	-4	-4	97	12	-2	2
O=C(Nc1cccc2nsnc12)c1ccc(F)cc1	0.3	-1	20	0	103	0	0	104	10	-3	2
O=C(NC(c1ccccc1)c1ccccn1)c1cccc([N+](=O)[O-])c1 (stereo not given)	1.7	-3	21	-1	110	-2	-4	118	5	-1	3
CCCc1[nH]n(-c2nc3ccccc3s2)c(=O)c1C=NCCCN(CC)CC	-0.1	0	11	0	105	0	-6	107	14	-3	1
Cc1ccc([N+](=O)[O-])cc1N	0.7	1	11	0	99	1	-3	100	6	0	3
COc1ccc(S(=O)(=O)N2CN(CCc3ccc(OC)c(OC)c3)c3nc4ccccc4nc32)cc1	7.0	-2	15	-4	104	-5	-7	102	15	-11	24
O=c1c2c3c(sc2nc2n1CCCCC2)CCCC3	0.0	0	22	-1	101	-2	6	114	13	-18	1
CCOC(=O)C1CCN(C(=O)CN(c2ccc(Cl)c(C(F)(F)F)c2)S(C)(=O)=O)CC1	0.7	-2	38	-8	101	6	-9	104	6	-7	2
COC(=O)c1ccccc1NC(=O)C1CC(=O)N(c2ccc(C)cc2)C1 (stereo not given)	0.1	-1	44	-2	102	0	-7	98	35	-1	0
(continued)
SMILES	ABCB1 inh	Bim-Bcl-W	GSH fluor	Bcl-2 Bim block	RGS4-Gao reg	Bim-Bcl-XL	Bim-Bfl-1	RGS7-Gao	Avidin bead fluor	Bim-Bcl-B	ABCG2 inh
CC(C)NC(=S)N/N=C1\CCCCC1C1CCCCC1 (stereo not given)	0.5	1	39	-8	94	-12	-2	101	7	-19	-1
CC1CCCN(Cc2cccc(Oc3ccccc3)c2)C1 (stereo not given)	1.5	-2	25	-1	107	0	0	105	28	1	5
CCO[C@@H]1OC(C(N)=O)=C[C@H](c2ccccc2)[C@H]1CCCO	0.1	-1	20	0	103	1	-4	106	6	-1	0
S=C(NC1CCCC1)N1CCN(c2ccccn2)CC1	0.0	-4	18	-7	106	-8	-4	101	13	-8	4
CCc1cccc(NC2c3ccccc3C(=O)N2c2cccnc2)c1 (stereo not given)	0.9	3	26	3	80	5	4	79	4	5	3
Cc1ccc2oc(=S)n(C)c2c1	0.3	-1	10	0	99	-4	0	98	6	0	2
Cc1cc(C)c2nc(N3CCC(C(=O)NCc4cccnc4)CC3)sc2c1	-1.4	0	16	0	101	-1	-1	105	10	-1	4
COc1ccc(-c2noc(CN3CCOCC3)n2)cc1OC	0.1	-2	20	-3	97	-3	-3	98	9	-6	0
CC(=O)Nc1cc2nn(-c3ccccc3)nc2cc1Cl	0.3	0	23	0	97	0	1	98	18	0	5

Given with two lines to a compound: 5 of the compounds above
Results follow in this order: ABCB1 inh, Bim-Bcl-W, GSH fluor, Bcl-2 Bim block, RGS4-Gao reg, Bim-Bcl-XL, Bim-Bfl-1, RGS7-Gao, Avidin bead fluor, Bim-Bcl-B, ABCG2 inh
CCc1cccc(NC2c3ccccc3C(=O)N2c2cccnc2)c1 (stereo not given)
→ 0.9, 3, 26, 3, 80, 5, 4, 79, 4, 5, 3
S=C(NC1CCCC1)N1CCN(c2ccccn2)CC1
→ 0.0, -4, 18, -7, 106, -8, -4, 101, 13, -8, 4
Cc1ccc2oc(=S)n(C)c2c1
→ 0.3, -1, 10, 0, 99, -4, 0, 98, 6, 0, 2
CC1CCCN(Cc2cccc(Oc3ccccc3)c2)C1 (stereo not given)
→ 1.5, -2, 25, -1, 107, 0, 0, 105, 28, 1, 5
CC(C)NC(=S)N/N=C1\CCCCC1C1CCCCC1 (stereo not given)
→ 0.5, 1, 39, -8, 94, -12, -2, 101, 7, -19, -1
